TROY signal inh: inhibitors of TROY-dependent NF-kB signaling | Q293 LMP1-TROYcd NF-kB luciferase reporter, 4 h | inhibition, % at 10 µM | 360,000 compounds, 0.98% hits | AID 1347056;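 active = compounds whose plate-normalised and pattern-corrected inhibition of the luciferase reporter signal at the single screening dose is 50% or more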
NOD2 RIPK2 PPI: blocks binding of human NOD2 to RIPK2 | O43353 | CHO BLA complementation NOD2-RIPK2, CCF4 ratio | inhibition, % at 4.98 µM | 360,000 compounds, 0.38% hits; in the data active = inhibition above about 21%;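 also: 0% = vehicle only and 100% = reference blocker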
SRC3 inh: inhibitors of human steroid receptor coactivator 3 (SRC3). Q9Y6Q9. HEK293 GAL4-SRC3 luciferase reporter, luminescence. inhibition, % at 3.6 µM. 360,000 compounds, 0.17% hits. AID 588352;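 active = inhibition above a per-campaign cutoff, the mean of all compounds plus 3 SD, cut at about 60% in these data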;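 also: 0% = DMSO-treated cells and 100% = gossypol-treated cells at 36 µM; higher means less SRC3-driven luciferase light from the GAL4 reporter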
TWEAK Fn14 block: inhibitors of TWEAK-Fn14 interaction signaling. inhibition, % at 10 µM. 360,000 compounds, 2% hits. TWEAK-stimulated Fn14 reporter cells, luciferase luminescence, 8 h; in the data active = inhibition above about 50%
NR2F2 inh: inhibitors of human COUP-TFII (NR2F2); HEK293T NGFI-A luciferase reporter, luminescence; AID 686940; 370,000 compounds, 0.7% hits; inhibition, % at 8.6 µM;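 active = inhibition above a per-plate cutoff, mean inhibition of test wells between control levels plus 3 SD, cut at about 38% in these data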;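 also: cells cotransfected with COUP-TFII expression vector driving the NGFI-A reporter; 0% = median of COUP-TF2 test wells and 100% = reporter-only cells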
TLR9-MyD88 inh: blocks human TLR9 binding to MyD88; Q9NR96+Q99836; CHO BLA complementation TLR9-MyD88, CCF4 FRET ratio; inhibition, % at 4.98 µM; 340,000 compounds, 0.21% hits; AID 504734;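 active = inhibition above the mean over all tested compounds plus 3 SD, cut at about 21% in these data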;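 also: 0% = DMSO only wells and 100% = clavulanate BLA inhibitor control wells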
NCOA2 inhibitor: inhibits human steroid receptor coactivator 2. HEK293 GAL4-SRC2 luciferase reporter, luminescence. AID 651957. 370,000 compounds, 0.17% hits. inhibition, % at 9 µM;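 active = inhibition above the mean inhibition of all tested compounds plus 3 SD, set per campaign, cut at about 52% in these data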;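 also: 0% = DMSO treated cells and 100% = cells given Gossypol at 36 µM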
ABHD5 PLIN5 PPI: blocks binding of human ABHD5 to perilipin-5; 360,000 compounds, 0.78% hits; inhibition, % at 4 µM; Q00G26+Q8WTS1; Split G. princeps luciferase complementation, luminescence, 4 h;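 active = inhibition above the mean inhibition across every tested compound plus 3 SD, cut at about 22% in these data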;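 also: 0% = DMSO only wells and the 100% control is not disclosed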
Target sequence (Q00G26 whole entry, looked up): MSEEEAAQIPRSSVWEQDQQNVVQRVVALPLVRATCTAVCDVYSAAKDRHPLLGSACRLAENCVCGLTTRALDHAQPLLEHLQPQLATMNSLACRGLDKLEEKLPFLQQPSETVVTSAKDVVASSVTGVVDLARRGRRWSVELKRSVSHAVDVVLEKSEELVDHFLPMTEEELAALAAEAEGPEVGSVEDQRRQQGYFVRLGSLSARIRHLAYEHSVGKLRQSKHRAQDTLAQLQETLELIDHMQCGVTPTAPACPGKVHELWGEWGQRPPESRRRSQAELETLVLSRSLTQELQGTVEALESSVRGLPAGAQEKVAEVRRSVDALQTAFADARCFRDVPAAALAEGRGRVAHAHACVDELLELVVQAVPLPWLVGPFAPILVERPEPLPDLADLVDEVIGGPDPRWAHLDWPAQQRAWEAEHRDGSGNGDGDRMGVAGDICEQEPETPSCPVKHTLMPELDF
Target sequence (Q8WTS1 whole entry, looked up): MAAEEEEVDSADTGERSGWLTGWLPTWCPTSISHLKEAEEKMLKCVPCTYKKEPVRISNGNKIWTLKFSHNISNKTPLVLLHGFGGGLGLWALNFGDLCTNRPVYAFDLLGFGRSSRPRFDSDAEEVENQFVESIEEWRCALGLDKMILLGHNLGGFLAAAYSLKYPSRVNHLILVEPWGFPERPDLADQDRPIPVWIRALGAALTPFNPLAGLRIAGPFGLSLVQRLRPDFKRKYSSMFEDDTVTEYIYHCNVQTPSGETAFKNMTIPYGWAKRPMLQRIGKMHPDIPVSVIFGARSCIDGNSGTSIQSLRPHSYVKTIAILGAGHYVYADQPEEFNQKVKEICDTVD
Exocytosis inh: lytic granule exocytosis inhibition. 360,000 compounds, 0.66% hits. AID 651702. TALL-104 LAMP-1 surface exposure, flow cytometry; cells stimulated with thapsigargin and PMA. inhibition, % at 10 µM;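 active = inhibition above about 55%, limit read from the data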
NCOA1 inh: inhibitors of human steroid receptor coactivator 1 (SRC1) | inhibition, % at 3.6 µM | AID 588354 | Q15788 | 360,000 compounds, 0.12% hits | HEK293 GAL4-SRC1 luciferase reporter, luminescence;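 active = inhibition above the campaign mean plus 3 SD, with each screening campaign given its own cutoff, cut at about 60% in these data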;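 also: 0% = DMSO treated cells and 100% = gossypol at 36 µM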
LRH-1 inv ag: NR5A2 inverse agonism in reporter assay. HEK293T StAR-luciferase reporter, LRH-1 transfected, 24 h. inhibition, % at 3.6 µM. 360,000 compounds, 0.13% hits;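 active = inhibition above the mean inhibition of all tested compounds plus 3 SD, cut at about 73% in these data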;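 also: 0% = DMSO wells and 100% = reporter-only cells lacking LRH-1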
An asterisk follows results filed as active; · = no result given. The list is partial, so the mix of outcomes need not match the whole.

SMILES | TROY signal inh | NOD2 RIPK2 PPI | SRC3 inh | TWEAK Fn14 block | NR2F2 inh | TLR9-MyD88 inh | NCOA2 inhibitor | ABHD5 PLIN5 PPI | Exocytosis inh | NCOA1 inh | LRH-1 inv ag
O=C(NCCNc1ccc([N+](=O)[O-])cc1C(F)(F)F)c1cccc(F)c1 | -3.9 | 5.3 | 33.4 | 0.8 | 8.8 | 0.1 | 0.6 | 16.3 | -6.1 | 10.3 | 5.9
NC(=O)c1cc2ccccc2o/c1=N/NC(=O)c1cccc(Cl)c1 | -1.6 | 2.9 | -6.7 | -16.5 | -5.9 | -2.5 | -27.0 | -3.0 | 15.1 | 3.8 | 10.9
O=C(Nc1ccc(S(=O)(=O)N2CCOCC2)cc1)c1ccc(S(=O)(=O)N2CCOCC2)cc1 | -21.9 | 7.4 | 10.2 | 16.1 | -9.1 | 4.6 | 5.0 | 1.2 | 16.9 | -8.1 | 0.5
CN(C)c1ccc(N2C(=O)CSC2=S)cc1 | 6.9 | -1.4 | 4.3 | 48.0 | -4.0 | -1.4 | 2.7 | -22.4 | -1.5 | -26.9 | -4.4
Cc1cc(C)nc(N2C(=O)CC(C(=O)O)NC2=NCCc2c[nH]c3ccccc23)n1 (stereo not given) | · | -6.3 | -4.1 | -1.2 | -5.5 | -5.6 | 17.5 | 5.4 | -3.2 | -1.5 | -5.7
COc1cc(CN2CCNC(=O)C2CC(=O)NCCCN2CCOCC2)cc(OC)c1 (stereo not given) | 3.6 | -5.0 | 1.4 | 24.4 | 22.0 | 4.3 | 10.3 | -3.8 | -5.3 | 0.5 | 4.8
CCOC(=O)c1sc(NS(=O)(=O)c2ccc(F)cc2)nc1C | 8.6 | -8.1 | -3.2 | 4.5 | -14.2 | 9.1 | 9.9 | -7.7 | 2.3 | 6.4 | -6.1
COc1ccc(N2C(=O)C(OC(C)=O)C2c2ccc(C)cc2)cc1 (stereo not given) | -8.6 | -5.3 | 12.8 | -7.0 | 4.3 | 12.0 | 4.9 | -2.2 | -0.3 | -29.6 | 5.0
Nc1nc(N)c2sc3nc(C(F)(F)F)cc(C(F)(F)F)c3c2n1 | 29.1 | 7.7 | 6.1 | 11.9 | 11.0 | 1.8 | -10.3 | -1.9 | 0.7 | 4.6 | 18.6
Cc1c(C(=O)OCC(=O)N2c3ccccc3CC2C)oc2ccccc12 (stereo not given) | 6.4 | 6.2 | -50.6 | 20.7 | -11.7 | 2.3 | 4.0 | 2.8 | -1.1 | 12.2 | 1.6
CCC(CO)Nc1ncnc2c1cnn2-c1ccc(OC)cc1 (stereo not given) | 39.4 | -2.6 | -122.1 | 53.8* | -38.4 | 3.2 | -66.3 | 12.1 | 14.3 | -63.8 | -160.1
c1ccc(-n2ncc3c(NCCN4CCOCC4)ncnc32)cc1 | 7.9 | -4.9 | -73.1 | 6.9 | -41.5 | -3.5 | -29.9 | 9.5 | -0.6 | -81.8 | -87.0
Cc1cccc(C)c1NC(=O)C1c2ccccc2Oc2ccccc21 | 7.6 | -5.8 | 8.6 | 19.2 | 9.4 | -13.0 | -33.7 | -4.1 | 13.9 | 2.3 | 25.8
CCOC(=O)/C(C#N)=C/c1ccc(OC(=O)c2ccco2)c(OCC)c1 | 6.8 | -3.2 | 2.2 | -10.9 | 5.6 | 0.8 | -26.0 | -2.6 | -8.3 | 5.3 | 16.4
CC1CCN(S(=O)(=O)c2ccc(NC(=O)CN3CCCC(C)C3)cc2)CC1 (stereo not given) | 10.0 | 1.6 | 18.9 | -7.5 | 6.8 | 0.8 | 7.8 | -6.6 | 0.0 | 2.0 | -14.5
Cc1cc(C(=O)COC(=O)c2ccncc2)c(C)n1Cc1ccco1 | -9.3 | -7.5 | -2.2 | 59.5* | -22.4 | 0.0 | -24.2 | 5.4 | -0.2 | -9.5 | 2.3
Cn1nccc1NC(=O)Nc1cccc(Cl)c1 | -6.7 | -5.0 | 9.1 | -10.4 | -10.4 | -2.1 | -35.9 | -1.9 | -0.3 | 4.2 | 11.9
O=C(CN1CCC(NC(=O)c2cccc(F)c2)CC1)NCc1ccccc1F | -6.1 | -1.5 | 4.5 | 15.0 | -6.1 | -2.5 | -5.3 | -2.5 | 0.2 | 3.7 | 22.0
Nc1ncc(-c2ccc(-c3ccccc3)cc2F)cc1-c1ccccc1F | -13.0 | 2.6 | 2.1 | -12.1 | 4.7 | · | 7.0 | -9.0 | 11.3 | -12.4 | -25.4
O=C(Nc1ccnn1C1CCN(CCCc2ccccc2)CC1)c1ccccc1 | -9.4 | -5.6 | 12.1 | 11.9 | 11.5 | -0.9 | -22.4 | 6.0 | -2.3 | -2.1 | 11.3
COc1ccc(/C(N)=N/OC(=O)c2ccc3c(c2)OCO3)cc1 | -83.1 | -4.7 | -31.1 | 15.9 | -37.0 | 3.2 | -43.3 | -4.4 | 6.9 | -59.0 | -16.6
CN1C(=O)C(O)(CC(=O)/C=C/c2ccco2)c2cc(Br)ccc21 (stereo not given) | 9.7 | -12.5 | 8.0 | 10.0 | 14.6 | 3.0 | 2.0 | 13.3 | -2.6 | -1.7 | 11.5
Clc1ccccc1C1SCC2Nc3ccccc3CN21 (stereo not given) | 41.4 | 1.7 | -82.7 | 6.1 | 4.6 | 3.7 | -28.9 | -6.4 | 1.8 | -54.3 | -18.9
Cc1cccn2c(=O)c(C=O)c(N3CCSCC3)nc12 | 5.5 | -10.6 | -7.2 | 3.1 | -0.2 | 2.6 | 6.8 | -0.9 | -0.2 | 0.9 | 6.3
COc1ccc(NS(=O)(=O)c2cc(NC(=O)c3ccc(C)s3)ccc2N2CCOCC2)cc1 | -21.6 | 1.7 | -5.1 | -7.0 | 0.0 | -8.3 | 11.5 | 11.8 | 8.9 | 5.3 | 7.0

(next part)
SMILES | TROY signal inh | NOD2 RIPK2 PPI | SRC3 inh | TWEAK Fn14 block | NR2F2 inh | TLR9-MyD88 inh | NCOA2 inhibitor | ABHD5 PLIN5 PPI | Exocytosis inh | NCOA1 inh | LRH-1 inv ag
CC1(C)Cc2c(C#N)c(N)sc(=S)c2CS1 | -7.0 | 3.3 | 5.0 | 6.6 | 15.3 | -6.5 | -8.5 | -17.3 | -1.4 | -2.0 | 3.4
O=C1NC(Cc2ccc(O)cc2)c2nc3ccc(Cl)cc3c(=O)n2-c2cc3ccccc3cc21 (stereo not given) | 37.1 | -17.6 | 8.8 | 50.0 | 40.6* | -7.6 | 5.4 | -0.7 | 0.7 | -32.8 | 12.4
COc1ccc(Cc2noc(CN(C)CC3CCN(Cc4ccccc4)CC3)n2)cc1OC | 12.1 | -7.7 | -2.6 | -6.0 | 23.6 | -6.6 | -2.9 | -8.5 | 4.5 | -11.8 | -1.3
CCCn1c(SCC(=O)Nc2c(C)cccc2CC)nnc1C(C)C | 19.9 | 6.1 | -1.5 | 7.1 | 1.5 | -0.6 | -1.7 | -1.8 | -0.1 | 4.8 | 4.2
Cn1cnc2cc(NCc3ccccc3Cl)ccc21 | -56.1 | -3.7 | -38.1 | -6.5 | -12.8 | 7.0 | -24.4 | 3.4 | 8.1 | -59.0 | -60.5
CCN(CC(=O)NC1CCCC1)S(=O)(=O)c1ccc(Br)cc1 | 10.8 | -5.0 | 7.7 | 11.5 | 12.8 | 8.8 | -10.2 | -4.3 | -1.0 | -2.9 | -7.6
CC1=C(C(=O)OCC(C)C)C2(O)C(=O)c3ccccc3C2(O)N1 (stereo not given) | -24.1 | -4.2 | 20.3 | -8.7 | -27.5 | 7.1 | 0.8 | -9.0 | -4.1 | -3.5 | 13.2
COCCNC(=O)C1(C)C=CC2(CCCCC2)N1C(=O)c1ccccc1 (stereo not given) | -13.8 | -0.5 | 6.0 | -4.0 | 4.7 | 2.5 | -19.9 | 3.5 | 7.5 | 2.1 | -28.4
Cc1ccc(S(=O)(=O)NNC(=O)c2ccc(O)cc2)cc1 | -2.7 | -2.3 | 16.2 | 2.6 | -4.3 | -6.2 | 4.0 | 3.7 | -1.1 | 12.7 | -9.0
CCCNC(=O)[C@@H]1CCCN1C(=O)C1CCN(S(=O)(=O)c2ccc(C)cc2)CC1 | -0.3 | -10.3 | 6.7 | 2.7 | -1.7 | 0.5 | 3.5 | 1.1 | -5.2 | -4.6 | 14.6
O=C(c1ccc2c(c1)CCC2)N1CCN(Cc2ccccc2)CC1 | -31.4 | -1.7 | -15.2 | -3.1 | 20.7 | 7.7 | -75.4 | 11.7 | 1.1 | -8.9 | -42.5
Cc1ccc(CN2CCSc3ccc(C(=O)NCc4cccnc4)cc32)cc1 | -6.6 | 12.9 | 2.5 | -23.2 | -11.8 | 0.0 | 11.1 | -2.7 | 0.2 | -30.5 | 2.5
CCOc1ccc(CN(C)CC(=O)NNC(=O)c2ccc(Cl)cc2)cc1OC | 12.4 | -5.2 | 7.9 | -8.3 | 7.5 | -0.5 | -20.0 | -6.0 | -7.5 | -6.7 | -0.1
Cc1ccccc1S(=O)(=O)NC(=O)C1(C)CCN1C(=O)CC1CCCC1 (stereo not given) | -3.0 | 2.9 | 4.9 | 3.2 | -5.0 | · | -19.0 | -1.5 | 5.2 | 0.7 | -4.0
Cc1ccn2cc(CCNC(=O)CC3CCCCC3)nc2c1 | 8.0 | -6.3 | 14.8 | 12.0 | 22.2 | 1.1 | 12.6 | -4.0 | 2.0 | -29.7 | 3.5
C[C@H](NC(=O)c1[nH]cnc1C(=O)Nc1ccc(CNC(=O)OC(C)(C)C)cc1)C(=O)OC(C)(C)C | 22.9 | -1.4 | 10.9 | 15.3 | 3.6 | 0.2 | 14.7 | -10.7 | -2.8 | 9.9 | 16.5
CCn1c(SCC(=O)Nc2ccccc2N2CCCCC2)nc2c1c(=O)n(C)c(=O)n2C | 11.5 | 4.1 | 12.8 | -10.3 | 0.2 | 4.7 | 1.3 | -1.4 | 0.8 | 1.1 | 2.4
Nc1nc(-c2ccccc2)c(CCCOc2ccc([N+](=O)[O-])cc2)c(=O)[nH]1 | -5.2 | -6.8 | 2.5 | 2.4 | 9.1 | -4.8 | 16.6 | 4.2 | -2.7 | 7.4 | 15.6
CCCCCCc1ccc(N2C[C@H](Cc3ccccc3)[C@@H](CC(=O)NCc3ccc(OC)cc3)C2=O)cc1 | 10.0 | 3.9 | 1.1 | 21.5 | 3.2 | -5.5 | 20.8 | -3.3 | 17.6 | 1.2 | -17.8
CCOc1ccc(NC(=O)CCNS(=O)(=O)c2ccc(Br)s2)cc1 | -20.6 | -1.6 | 10.2 | 3.7 | 12.4 | 1.2 | -12.8 | -0.5 | 0.3 | -5.5 | 22.3

Look-ups from the results shown:
Entry of Nc1nc(-c2ccccc2)c(CCCOc2ccc([N+](=O)[O-])cc2)c(=O)[nH]1 in Exocytosis inh: -2.7
Entry of COc1ccc(N2C(=O)C(OC(C)=O)C2c2ccc(C)cc2)cc1 (stereo not given) in Exocytosis inh: -0.3
Entry of c1ccc(-n2ncc3c(NCCN4CCOCC4)ncnc32)cc1 in NR2F2 inh: -41.5

NR2F2 inh: hit marks shown above
molecule	NOD2 RIPK2 PPI	SRC3 inh	TWEAK Fn14 block	NR2F2 inh	TLR9-MyD88 inh	NCOA2 inhibitor	ABHD5 PLIN5 PPI	Exocytosis inh	NCOA1 inh	LRH-1 inv ag
O=C1NC(Cc2ccc(O)cc2)c2nc3ccc(Cl)cc3c(=O)n2-c2cc3ccccc3cc21 (stereo not given)	-17.6	8.8	50.0	40.6*	-7.6	5.4	-0.7	0.7	-32.8	12.4
